L3MBTL1 inh – blocks human L3MBTL1; Q9Y468; AlphaScreen L3MBTL1–H3K9me1 peptide binding; 0.66% of 230,000 active; Potency, µM (doses to about 57.1 µM), inactives show at the top dose activity, negative = inhibition, most hits filed as inhibitors; AID 485360; also: nearly all actives have a fitted effect of over 60% in size
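AlphaScreen proximity signal between nickel-chelate acceptor and streptavidin donor beads (final 10 ug/mL) reports binding of 50 nM L3MBTL1 to 75 nM biotin-H3 K9me1 peptide; complex incubated with compounds 30 min at room temperature; cefsulodin titration as control.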
Tau fluor cs – counter-screen for tau fibril formation inhibitors | tau K18 P301L Alexa594 fluorescence, heparin fibrillization | Potency, µM (top dose mostly 57.7 µM), for inactives: top-dose activity change, negative = decrease | 0.93% of 280,000 active; also: nearly all actives have a fitted effect of over 55% in size
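Human K18 P301L tau (15 uM unlabeled plus 0.24 uM Alexa 594-labeled, final) in 100 mM sodium acetate pH 7 was mixed with compound and 20 uM heparin and incubated 6 hr at 37 C.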
TR SRC2 fluor cs – alters Texas Red total fluorescence, flagging assay interference; TRb/SRC2 Texas Red total fluorescence interference; Potency, µM (top dose mostly 106 µM), for inactives: top-dose fluorescence change, negative = quenching; 0.29% of 280,000 active; AID 1479; active = well fitted curve in either direction with a large enough effect; inconclusive = small, poorly fitted or top-dose-only effect
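Human TRb ligand-binding domain at 0.6 uM with 20 nM Texas Red SRC2 peptide in Tris buffer containing 1 uM T3 and 5% DMSO, incubated with compound 5 h at ambient temperature. Total fluorescence (555/632 nm) calculated as parallel + 2 × perpendicular.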
Tau fibril ThT – blocks human tau fibril formation measured by thioflavin T; Potency, µM (top dose mostly 57.4 µM), for inactives: at the top dose activity, negative = inhibition, hits mostly inhibitors; P10636; recombinant tau K18 P301L (four-repeat tau fragment), heparin-induced fibrillization, ThT fluorescence; 2.1% of 270,000 active; also: nearly all actives have a fitted effect of over 55% in size
Target sequence (P10636 561-689 P618L limits assumed): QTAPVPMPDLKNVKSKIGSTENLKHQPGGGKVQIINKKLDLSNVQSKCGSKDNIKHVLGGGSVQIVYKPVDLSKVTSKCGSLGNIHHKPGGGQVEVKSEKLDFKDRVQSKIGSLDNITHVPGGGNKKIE
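Recombinant human tau K18 fragment […] carrying P301L, 15 uM unlabeled plus 0.24 uM Alexa 594-labeled, was fibrillized with 20 uM heparin in 100 mM sodium acetate pH 7 for 6 hr at 37 C; 30 uM ThT fluorescence read after 1 hr.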
ALDH1A1 block – blocks purified human ALDH1A1 activity | Potency, µM (series often up to 75.3 µM), for inactives: at the top dose activity, negative = inhibition, actives largely listed as inhibitors | AID 1030 | P00352 | 7.3% of 220,000 active | Purified ALDH1A1, NADH fluorescence, propionaldehyde substrate; active = well fitted inhibition curve with a large enough effect, not every such curve was filed as active; inconclusive = small, poorly fitted or top-dose-only effect, or another doubt; inactive = no such curve, though single readings can be large or run the other way;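 also: plate controls were no enzyme wells and a reference inhibitor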
TRb-SRC2 inh – disrupts binding of human TR beta to SRC2 | P10828 | TRbeta-SRC2 peptide binding, fluorescence polarization; receptor liganded with 1 µM T3 | Potency, µM (highest dose often 106 µM), for the others: at the highest dose activity change, negative = inhibition, usual class: inhibitors | 0.065% of 280,000 active | AID 1469;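 also: plate controls were bound peptide for no effect and peptide without receptor for full effect; nearly all actives have a fitted effect of over 50% in size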
Target sequence (P10828 whole entry, looked up): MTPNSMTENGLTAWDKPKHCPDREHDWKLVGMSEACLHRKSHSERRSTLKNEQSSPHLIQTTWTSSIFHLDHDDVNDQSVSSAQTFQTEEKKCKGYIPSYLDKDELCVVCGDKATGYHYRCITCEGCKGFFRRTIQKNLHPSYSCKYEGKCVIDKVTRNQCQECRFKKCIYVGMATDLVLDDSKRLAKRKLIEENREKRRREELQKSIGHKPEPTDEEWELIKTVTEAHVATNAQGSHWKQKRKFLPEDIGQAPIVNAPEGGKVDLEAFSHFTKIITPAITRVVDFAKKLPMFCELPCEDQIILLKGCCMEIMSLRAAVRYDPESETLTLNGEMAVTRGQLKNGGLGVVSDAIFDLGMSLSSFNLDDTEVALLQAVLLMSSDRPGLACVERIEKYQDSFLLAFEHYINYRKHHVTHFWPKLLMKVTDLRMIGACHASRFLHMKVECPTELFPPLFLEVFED
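Assay buffer: 20 mM Tris-HCl, 100 mM NaCl, 10% glycerol, 1 mM EDTA, 0.01% NP-40, 1 mM DTT, 1 uM T3, 5% DMSO; TRb LBD 0.6 uM, Texas Red SRC2 20 nM; FP after 5 hr.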
GLA spleen mod – alpha-galactosidase A (human) modulation; P06280; human spleen homogenate, 4MU-alpha-Gal fluorescence, 40 min; Potency, µM (titrated, usually from 80 µM), without a hit: at the highest dose activity change, negative = inhibition, hits mostly inhibitors; 0.008% of 240,000 active; AID 2107;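 also: 0% = enzyme with vehicle and -100% = no enzyme basal signal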
Target sequence (P06280 32-429 limits assumed): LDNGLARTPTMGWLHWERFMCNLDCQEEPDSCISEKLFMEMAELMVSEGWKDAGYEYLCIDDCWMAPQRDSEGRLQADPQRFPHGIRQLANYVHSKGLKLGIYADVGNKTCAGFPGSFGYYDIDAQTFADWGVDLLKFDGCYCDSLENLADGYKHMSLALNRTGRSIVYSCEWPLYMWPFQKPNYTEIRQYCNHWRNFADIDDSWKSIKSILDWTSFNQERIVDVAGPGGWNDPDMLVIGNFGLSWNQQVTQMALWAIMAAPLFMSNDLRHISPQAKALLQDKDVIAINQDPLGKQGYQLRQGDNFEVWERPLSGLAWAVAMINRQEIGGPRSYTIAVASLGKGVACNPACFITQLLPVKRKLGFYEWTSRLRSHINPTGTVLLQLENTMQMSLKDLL
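Spleen homogenate 1 ug + cpd (titration) + 4-MU-alpha-D-galactopyranoside 1 mM; 37C 40 min; 50 mM citrate/phosphate pH 5.0, 0.01% Tween-20; stop pH 10; fluorescence 365/440; AC50 via Hill.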
Tau fibril FP – tau fibrillization inhibition (FP) | AID 1468 | K18 P301L tau heparin fibrillization, Alexa594 FP, 6 h | 0.39% of 280,000 active | Potency, µM (top dose mostly 57.7 µM), for inactives: at the top dose activity, negative = inhibition, usual class: inhibitors; also: nearly all actives have a fitted effect of over 55% in size
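Recombinant K18 P301L […], labeled with Alexa 594 at 0.24 uM over 15 uM unlabeled; heparin inducer 20 uM final; 37 C, 6 hr; FP endpoint.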
* hit, by the source's call; ? = inconclusive; . = no result given; & = joins results of further samples; [ ] = remark or other dose. Unless noted, calls follow the shape of the dose curve; as a rule, active = well fitted curve in the direction sought with a large enough effect; inconclusive = small, poorly fitted or top-dose-only effect, or another doubt; inactive = no such curve, though single readings can be large; an effect the other way counts as inactive or inconclusive. Unless noted, % is scaled to controls: 0 for no effect and ±100 for the full control effect; potency is read from the fitted curve at half-maximal effect.

SMILES	L3MBTL1 inh	Tau fluor cs	TR SRC2 fluor cs	Tau fibril ThT	ALDH1A1 block	TRb-SRC2 inh	GLA spleen mod	Tau fibril FP
CC(C)(C)c1ccc(OCC(=O)Nc2ccc(S(=O)(=O)Nc3ncccn3)cc2)cc1	.	3%	-1%	10%	.	9%	.	5%
O=C(Cn1cnc2c(cnn2-c2ccc(F)cc2)c1=O)NCC1CCCO1 (stereo unspecified)	3%	-7%	3%	-4%	8%	-1%	1%	-3%
CCc1ccc(NC(=O)c2ccc3c(O)c(S(=O)(=O)c4ccccc4)c(=O)[nH]c3c2)cc1	.	2%	-2%	21%	.	-4%	.	5%
CCCc1cc(=O)[nH]c(SCC(=O)Nc2nc3ccc(OCC)cc3s2)n1	4%	-1%	-3%[53 µM]	?	-11%	-3%[53 µM]	-3%	5%
COc1cc(NC2c3ccccc3C(=O)N2Cc2ccc3c(c2)OCO3)cc(OC)c1OC (stereo unspecified)	.	-12%	1%	1%	-8%	-5%	-26%	5%
COc1cc(NC(=O)Cc2ccccc2OC)cc(OC)c1	17%	2%	-1%	0%	-11%	7%	-5%	14%
O=C(COc1ccc(F)cc1)Nc1ccc2nc(SCC(=O)N3CCc4ccccc43)sc2c1	.	-29%	6%	?	.	7%	.	?
C=CCN(c1cccc(C(F)(F)F)c1)S(=O)(=O)c1cccc(C(=O)OCC(=O)Nc2ccccc2)c1	-12%	6%	0%	10%	15%	1%	3%	-1%
CCN1CCN(CCCOc2ccc(-c3ccccc3)cc2)CC1	-6%	0%	2%	-3%	13%	-10%	5%	3%
Cc1ccc2[nH]c(CN3CCC(CO)(CC4CCCCO4)CC3)c(C)c2c1 (stereo unspecified)	-19%	-7%	-3%	-7%	-7%	-5%	-20%	3%
COC(=O)c1ccccc1Oc1c(F)c(F)nc(N2CCOCC2)c1F	9%	-25%	-1%	-14%	-6%	-14%	2%	-11%
Cc1ccc(NC(=O)CSc2ccc3nnc(CCNS(=O)(=O)c4ccccc4)n3n2)cc1Cl	.	-29%	-1%	0%	.	1%	.	-1%
O=c1[nH]c2ccc(Br)cc2c(-c2ccccc2)c1CN1CCOCC1	3%	-18%	-5%	22µM*	?	1%	7%	?
COc1ccc(Cn2nnnc2C(c2cc3cccc(C)c3[nH]c2=O)N2CCOCC2)cc1 (stereo unspecified)	3%	-4%	-4%	-11%	?	-14%	-7%	0%
O=S(=O)(NCc1csc(-c2cccnc2)n1)c1cccs1	3%	-1%	-4%	-12%	2%	-1%	23%	1%
CCOc1ccc(CCNC(=O)CCN2N=C(c3ccc(OC)cc3)CCC2=O)cc1OCC	.	7%	-27%	-3%	.	0%	.	5%
CCn1nnnc1SCC(=O)c1ccc(C)cc1C	5%	6%	1%	8%	?	14%	1%	9%
CCc1nnc(NC(=O)C2c3ccccc3Oc3ccccc32)s1	0%	?	-2%	-2%	3%	3%	2%	?
CC1=C(C(=O)OC(C)C)C(c2ccccc2)NC(=S)N1C (stereo unspecified)	-8%	-5%	0%	0%	?	-4%	0%	8%
Cc1ccc2c([N+](=O)[O-])c(C)ccc2n1	-2%	-5%	0%	-9%	?	7%	7%	2%
COc1ccc(N2C(=O)c3cccc4cc(Br)cc(c34)C2=O)cc1	-5%	-3%	-3%	-2%	12%	7%	2%	-2%
Cc1nc(C(=O)NC2CCCCC2)sc1C1(C)CC(c2cccc([N+](=O)[O-])c2)=NO1 (stereo unspecified)	.	-6%	1%	3%	.	-6%	1%	7%
Cc1c(Cl)cccc1NC(=O)COC(=O)CCc1nc2ccccc2n1-c1ccccc1	7%	-9%	-2%	?	25%	-10%	23%	-7%
O=C(COC(=O)COc1ccccc1)Nc1cccc([N+](=O)[O-])c1	.	-15%	0%	-6%	-7%	3%	3%	-13%

Overlap with the part before: 3 entries, followed by the next part.
SMILES	L3MBTL1 inh	Tau fluor cs	TR SRC2 fluor cs	Tau fibril ThT	ALDH1A1 block	TRb-SRC2 inh	GLA spleen mod	Tau fibril FP
Cc1nc(C(=O)NC2CCCCC2)sc1C1(C)CC(c2cccc([N+](=O)[O-])c2)=NO1 (stereo unspecified)	.	-6%	1%	3%	.	-6%	1%	7%
Cc1c(Cl)cccc1NC(=O)COC(=O)CCc1nc2ccccc2n1-c1ccccc1	7%	-9%	-2%	?	25%	-10%	23%	-7%
O=C(COC(=O)COc1ccccc1)Nc1cccc([N+](=O)[O-])c1	.	-15%	0%	-6%	-7%	3%	3%	-13%
CC1CCCCN1CCNC(=O)Cn1nc(-c2ccccc2)ccc1=O (stereo unspecified)	-10%[11.4 µM]	-5%	1%	1%	1%	-10%	-4%	-4%
Cc1ccc(-c2n[nH]c(=S)n2/N=C\c2ccco2)cc1	1%	-7%	-1%	-9%	-6%	6%	0%	3%
O=C(CCn1c(=O)oc2ccccc21)N1CCN(c2ccc(F)cc2)CC1	-4%	-2%	-2%	5%	-4%	0%	5%	-2%
Cc1ccc(C(=O)NCCSCc2ccc(Cl)cc2Cl)cc1[N+](=O)[O-]	-17%	3%	-6%	6%	?	0%	14%	3%
COc1ccc(NC(=O)c2ccc(-c3ccccc3)cc2)cc1NS(=O)(=O)c1ccc(F)cc1	-19%	?	1%	-13%	?	-2%	8%	-7%
COc1ccccc1Oc1ccc(NC(=O)c2ccc(Cl)cc2)cc1	-1%[11.4 µM]	3%	-5%	4%	11%	0%	4%	-14%
Cc1cc2ncn(C3CC(=O)N(Cc4ccccc4)C3=O)c2cc1C (stereo unspecified)	2%	-2%	3%	3%	5%	0%	-4%	1%
COc1ccc(/C=N/NC(=O)c2ccncc2)cc1Cn1nc([N+](=O)[O-])c(Br)c1C	14%	?	0%	?	?	-7%	5%	-9%
C=CCOc1c2ccc(C(=O)NCCc3ccc(C)cc3)cc2nn1C	2%	-3%	0%	3%	?	-1%	-2%	1%
Cc1cc([N+](=O)[O-])ccc1NC(=O)Nc1ccccc1F	-1%	?	-1%	?	-6%	11%	-7%	?
CC1CCCN(C(=O)C2CCN(S(=O)(=O)c3cccc4cccnc34)CC2)C1 (stereo unspecified)	-3%	-3%	0%	-1%	?	3%	2%	-4%
CCCNC(=O)NC(=O)COC(=O)c1cccc(NS(=O)(=O)c2ccc(F)c(F)c2)c1	13%	-27%	-4%	-6%	-7%	-7%	-6%	-2%
CC(=O)Nc1ccc(SCC(=O)c2cc(C)n(C)c2C)cc1	.	-12%	-2%	-10%	-7%	-1%	-1%	-1%
COc1ccc(Nc2ncc(F)c(N3CCOCC3)n2)cc1	0%[11.4 µM]	-13%	-4%	-8%	4%	-3%	1%	4%
CCC(C)NC(=O)CCc1nc2ccccc2n1-c1ccccc1 (stereo unspecified)	0%	5%	1%	-2%	0%	-4%	10%	2%
COCCn1c(N)c(N(Cc2ccccc2)C(=O)c2ccc3ccccc3c2)c(=O)[nH]c1=O	?	2%	-2%	5%	?	3%	2%	-1%
CN1CCN(NC(=O)c2cc(S(=O)(=O)Nc3ccc(Cl)cc3)ccc2Cl)CC1	-2%	-11%	-4%	-12%	.	-5%	11%	-2%
CCN1CCN(C(c2cc3cccc(C)c3[nH]c2=O)c2nnnn2Cc2ccccc2)CC1 (stereo unspecified)	.	4%	1%	6%	?	-9%	13%	-1%
Cc1c(C(=O)N(Cc2ccccc2F)C2CCS(=O)(=O)C2)oc2ccccc12 (stereo unspecified)	.	-20%	5%	-12%	.	-8%	.	-12%
Cc1ccc(C)c(NC(=S)N2CCN(CCO)CC2)c1	-5%	3%	-1%	9%	10%	3%	-16%	-2%
O=C(Nc1ccc(-c2nc3ccccc3o2)cc1)c1ccc(N2C(=O)C3C4C=CC(C4)C3C2=O)cc1 (stereo unspecified)	.	-9%	2%	?	?	-14%	-4%	-11%
CCOc1ccc(C(=O)N2CCCCCC2)cc1	6%[11.4 µM]	3%	1%	-4%	-8%	-3%	-1%	5%
C[C@H](NC(=O)C1(c2ccccc2)CCN(C(=O)[C@H]2CSCN2C(=O)OC(C)(C)C)CC1)C(=O)O	-2%	-1%&0%	-1%&3%	-2%&-4%	4%	-1%&7%	-7%&10%	-4%&4%
O=C(Cn1c(=O)c2cccn2c2ccc(F)cc21)N1CCN(c2ccccc2)CC1	.	-3%	1%	-8%	.	-3%	.	-9%
CC1Cc2ccccc2N1C(=O)COC(=O)c1ccc(Br)o1 (stereo unspecified)	5%	-14%	-4%	-10%	15%	3%	-7%	-7%
Cc1nc2ccc(NC(=O)Cc3c(F)cccc3Cl)cc2s1	.	-8%	0%	-2%	.	6%	8%	-1%
COc1cccc(-c2ccnc3[nH]n(-c4ccccc4)c(=O)c23)c1	-3%	?	-7%	-21%	.	-1%	.	-10%
Cc1ccc(-n2c(=O)c3sccc3n(Cc3cc(=O)n4ccccc4n3)c2=O)cc1	-4%	-4%&9%	3%&4%	-6%&11%	2%	2%&2%	11%	-3%&0%
CCCN(C(=O)c1cn(CC)c2nc(C)ccc2c1=O)c1c(N)n(Cc2ccccc2)c(=O)[nH]c1=O	-7%	1%	1%	0%	4%	-4%	7%	1%
Cc1c(NC(=O)C(C)OC(=O)CC2Sc3ccccc3NC2=O)c(=O)n(-c2ccccc2)n1C (stereo unspecified)	-1%	8%	-5%	3%	8%	1%	-6%	3%
NS(=O)(=O)c1ccc(CCNc2nc(CN3CCOCC3)nc3sc4c(c23)CCC4)cc1	3%	0%	-1%	-9%	-14%	0%	6%	-2%
Cc1cc(C)cc(NC(=S)N(CCN(C)C)Cc2cccs2)c1	.	-9%	0%	-4%	-14%	0%	-1%	4%
CCCCOP(=O)(c1ccc(N(C)C)cc1)C(O)c1cc(OC)c(OC)c(OC)c1 (stereo unspecified)	.	16%	-3%	.	.	-2%	-1%	-4%

Among those listed so far, these have a tert-butyl group.
SMILES	L3MBTL1 inh	Tau fluor cs	TR SRC2 fluor cs	Tau fibril ThT	ALDH1A1 block	TRb-SRC2 inh	GLA spleen mod	Tau fibril FP
CC(C)(C)c1ccc(OCC(=O)Nc2ccc(S(=O)(=O)Nc3ncccn3)cc2)cc1	.	3%	-1%	10%	.	9%	.	5%
C[C@H](NC(=O)C1(c2ccccc2)CCN(C(=O)[C@H]2CSCN2C(=O)OC(C)(C)C)CC1)C(=O)O	-2%	-1%&0%	-1%&3%	-2%&-4%	4%	-1%&7%	-7%&10%	-4%&4%
